Myeloid diff 2: promotes myeloid progenitor differentiation; ER-HoxA9 myeloid progenitors, lysozyme-GFP differentiation, flow cytometry; calls only at 10 µM; 1% of 360,000 active; AID 624256;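 active means normalized GFP-positive differentiation at or above the plate's own cutoff, the solvent-only control mean plus 3 SD; inconclusive means no clear call, values can overlap the other calls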;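 further: cells exposed to compound for four days before flow analysis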
MgcRacGAP inhibition: MgcRacGAP GTPase-activating activity inhibitors, confirmation, biochemical, ADP Hunter fluorescence | MgcRacGAP-stimulated Rac1 GTP hydrolysis, ADP Hunter fluorescence; higher % means a stronger effect; GST-tagged Rac1 F28L mutant substrate | inhibition, % at 30 µM, or IC50 in µM where a hit was titrated | 0.6% of 340,000 active;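 active means first-screen hits whose inhibition reached a set limit at any dose in the follow-up dose series; inconclusive means inhibition above the set first-screen limit but never retested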;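 further: fluorescence reports GDP produced by GAP-driven GTP hydrolysis; strong numbers were not always called active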
Large T inhibition: SV40 large T antigen inhibitors, biochemical (AID 1903). SV40 large T antigen ATPase/helicase inhibition assay; higher % means a stronger effect. one-dose inhibition, % at 20 µM; IC50 in µM for titrated hits. 0.39% of 310,000 active; in the data active means a potency from the dose series; inconclusive means inhibition mostly from about 32% at the one dose, without a potency; inactive means the rest, 99 in 100 with inhibition below about 32%; further: strong numbers were not always called active
T cell HTS: T cell immune modulation candidate; 0.068% of 330,000 active; 2C CD8+ T cell-vesicle binding, flow cytometry; hits give low values; calls only at 7 µM; AID 2052;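 active means response, share of CD8 T cells binding vesicles, and their 90th percentile fluorescence all below set limits, cut at about 80% in these data, passing the limit was not always enough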
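Assay system: 2C TCR transgenic mouse naive CD8+ T cells, MACS-purified | Read-out: CD8+ gate FL2 mean fluorescence as % of same-row positive control | Signal: High-throughput flow cytometry with anti-B7-1 and anti-CD8 staining | Timing: Binding step 1.5 h, 37 °C, antibody labelling 20 min, ice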
WT yeast gro inh: growth inhibition of WT yeast, mitochondrial fusion screen; inhibition, % at 10 µM; mitochondrial fusion phenotypic screen, WT strain; 2.1% of 190,000 active; in the data active means inhibition above about 58%; tested in S. cerevisiae
RSV CPE inhibition: inhibition of RSV-induced cytopathic effect – HEp-2 cells, primary 10 µM value included (AID 2391); 0.13% of 310,000 active; one-dose CPE inhibition, % at 10 µM; IC50 in µM for titrated hits; HEp-2 cells, RSV-induced CPE inhibition; higher % means a stronger effect; in the data active means a potency from the dose series; inconclusive means CPE inhibition mostly from about 23% at the one dose, without a potency; inactive means the rest, 99 in 100 with CPE inhibition below about 21%; further: strong numbers were not always called active
West Nile antiviral: West Nile virus antiviral activity, cell-based, CPE readout (AID 1621). West Nile virus-infected cells, CPE inhibition; higher % means a stronger effect. CPE inhibition, % at 10 µM; hits with a dose series show IC50 in µM. 0.02% of 290,000 active; in the data active means a potency from the dose series; inconclusive means CPE inhibition mostly from about 3.7% at the one dose, without a potency; inactive means the rest, 99 in 100 with CPE inhibition below about 2.2%; further: strong numbers were not always called active
PhoP inhibition: inhibitors of PhoP regulon expression, primary screen, Salmonella Typhimurium, GFP reporter (AID 1863); S. Typhimurium PhoP-regulated promoter GFP reporter, 4 h; higher % means a stronger effect; one-dose inhibition, % at 50 µM; IC50 in µM for titrated hits; 0.16% of 300,000 active;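 active means inhibition over 29.93%, a cutoff 3 SD above the screen mean, later confirmed by dose response; inconclusive means inhibition over 29.93% but no dose response follow-up; inactive means inhibition at most 29.93% or unconfirmed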;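 further: 0% = low Mg2+ inducing control and 100% = high Mg2+ repressing control; strong numbers were not always called active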
b-catenin transl: beta-catenin nuclear translocation modulation. AID 1665. 0.3% of 190,000 active. nuclear translocation activity, % at 5 µM. HeLa beta-catenin nuclear translocation, immunofluorescence imaging;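 active means nuclear translocation activity above 50% at 5 µM, with a well cell count of 50 or more; inconclusive means wells under 50 cells across six images, flagged as toxic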;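 further: per-cell ratio of nuclear to cytoplasmic median beta-catenin stain intensity; plate controls were DMSO negative control for no effect and GSK-3 inhibitor IX positive control for full effect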
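Signal – beta-catenin immunofluorescence imaging with DAPI · Test system – human HeLa cell line · Dosing – 5 µM primary single dose, 0.1% DMSO, 0.02–20 µM confirmation series · Measure – % activation, nuclear-to-cytoplasmic median beta-catenin signal ratio per cell · Incubation – 24 h compound exposure at 37°C, 5% CO2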
WT yeast gro inh mutant strain: second read-out of WT yeast gro inh, no call of its own (marks repeat the call); inhibition, %; mitochondrial fusion phenotypic screen, mutant strain inhibition
b-catenin transl cell count 5 µM: recorded beside b-catenin transl, whose call it bears; cell count; measured here: cell count, cytotoxicity flag
T cell HTS vesicle-bound %: recorded beside T cell HTS, whose call it bears; double positive events, %; measured here: CD8+ vesicle-bound cell fraction;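 binding gate set so that unloaded-vesicle control wells show 10% double positive cells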
Myeloid diff 2 GFP+ MAC1+ %: second read-out of Myeloid diff 2, no call of its own (marks repeat the call); GFP+ MAC1+ double positive, %; measured here: differentiation confirmed by MAC1 staining
Active calls of the source: *; i = inactive; ? = inconclusive; / = no result given. Outcome played no part in choosing rows; about 3.6% have a hit in one of these screens.

SMILES | Myeloid diff 2 | Myeloid diff 2 GFP+ MAC1+ % | MgcRacGAP inhibition | Large T inhibition | T cell HTS | T cell HTS vesicle-bound % | WT yeast gro inh | WT yeast gro inh mutant strain | RSV CPE inhibition | West Nile antiviral | PhoP inhibition | b-catenin transl | b-catenin transl cell count 5 µM
CCOC(=O)CSc1nnc(CSc2nc(N)c3c(C)c(C)sc3n2)n1-c1ccccc1 | i | 0.1 | 10% | 11% | i | 29 | -1 | 5 | 1.3% | -0.4% | -3% | -0.5 | 1127
CC(=O)c1ccc(S(=O)(=O)N(C)CCCC(=O)N(C)Cc2ccccc2F)cc1 | i | 4.0 | -6% | 3% | i | 18 | / | / | 11% | -0.8% | 8% | / | /
O=S(=O)(c1ccc2nc(SCc3ccc(Cl)cc3)[nH]c2c1)N1CCOCC1 | i | 0.8 | 10% | 26% | i | 36 | 7 | -2 | 18% | -1.6% | 0% | -2.7 | 1093
CN1CCC(=O)N(CCSc2ccc(Br)cc2)CC1 | i | 1.9 | 9% | 10% | / | / | / | / | -0.8% | 0.4% | -1% | 1.9 | 1192
COc1ccc(-c2noc(CSc3nc(N)c(-c4ccccc4)c(=O)[nH]3)n2)cc1 | i | 4.3 | 7% | 4% | i | 28 | 6 | -2 | 11% | 0.0% | -6% | -0.2 | 1084
Cc1ccc(C(=O)Oc2ccc([N+](=O)[O-])cc2)cc1S(=O)(=O)N1CCCCCC1 | i | 1.3 | 6% | 3% | i | 4 | 23 | -7 | 2.8% | 1.1% | 5% | -3.1 | 1068
CC1(C)OC(C)(C)/C(=C\c2ccccc2[N+](=O)[O-])C1=O | i | 1.1 | -2% | 2% | i | 15 | / | / | 0.7% | 0.5% | 5% | / | /
CC(C)c1nc2c(s1)CCc1onc(-c3ccc(Cl)cc3)c1-2 | i | 1.1 | 5% | 0% | / | / | / | / | 2.0% | / | / | / | /
COc1cccc(C(=O)CSc2nnc(-c3ccco3)n2CC2CCCO2)c1 (stereo unspecified) | i | 0.8 | 14% | 6% | i | 44 | -4 | 3 | 2.5% | 0.0% | -8% | -0.7 | 1265
O=C(O)c1cc(S(=O)(=O)N2CCOCC2)ccc1N1CCCCC1 | i | 0.8 | 4% | 19% | i | 46 | -6 | 1 | -1.2% | 0.9% | -9% | -1.8 | 1129
Cc1cc(CN(C)C(=O)CC2C(=O)NCCN2Cc2ccc(-c3ccccc3)cc2)on1 (stereo unspecified) | ? | / | -33% | 11% | i | 13 | / | / | -0.8% | -0.2% | -12% | / | /
Cc1ccc(-c2nc(CS(=O)(=O)CC(=O)NCc3ccc4c(c3)OCO4)c(C)o2)cc1 | i | 1.3 | 8% | 10% | i | 9 | / | / | 4.0% | -0.4% | -1% | / | /
COCCCn1c(=O)/c(=C\c2cccc(OC)c2OC)s/c1=C(/C#N)C(=O)Nc1ccc(C(=O)O)cc1 | i | 0.4 | -2% | 14% | i | 27 | / | / | 18% | 1.1% | / | -1.6 | 1341
Cc1cc(C)c(NC(=O)CO/N=C2\CCCc3nonc32)c(C)c1 | i | 0.9 | -9% | -4% | i | 43 | -3 | -8 | -0.8% | -0.7% | 12% | -0.3 | 1077
CCc1nc(SCC(=O)N2CCN(c3ccccc3)CC2)c2c(=O)n(C)c(=O)n(C)c2n1 | / | / | / | 3% | / | / | 20 | -8 | / | -0.2% | -5% | 0.9 | 1047
CN(Cc1ccc(Cl)s1)C(=O)CSc1nnc(C2CC2)n1C1CC1 | i | 1.0 | 7% | / | i | 44 | / | / | 0.5% | / | / | / | /
CCn1c(/C=C2/C(=O)N(C)c3ccccc32)nc2ccccc2c1=O | i | 1.0 | 10% | 15% | i | 14 | 7 | -4 | 1.1% | 0.4% | 3% | 0.5 | 1204
CCOC(=O)C1CCN(C(=O)Cn2cc(C(=O)c3ccco3)c3ccccc32)CC1 | / | / | 7% | 7% | i | 9 | 6 | 19 | 0.8% | -0.5% | -4% | -5.4 | 1140
Cc1ccc(C)c(NC(=O)c2ccc3nccnc3c2)c1 | i | 1.4 | 3% | 3% | i | 44 | / | / | 0.8% | -0.9% | 1% | / | /
Cc1ccc(OCC(=O)Nc2nnc(S(=O)(=O)N3CCCCCC3)s2)cc1 | i | 1.4 | 5% | / | i | 47 | / | / | 6.0% | 1.4% | / | / | /
CCOC(=O)CN(Cc1sccc1C)C(=O)Nc1ccc(OC)cc1OC | i | 1.2 | 5% | 0% | i | 7 | -11 | -3 | 0.0% | -0.4% | 1% | -2.7 | 558
Cn1c(Cn2c(=O)sc3ccccc32)nnc1SCC(=O)Nc1ccc(Cl)cc1 | i | 2.6 | -10% | -1% | i | 63 | -1 | -2 | -1.1% | -0.2% | -9% | -3.9 | 1222
O=C(Nc1cc(=O)[nH]c2ncnn12)c1ccccc1Cl | i | 0.7 | 8% | 1% | i | 54 | -5 | 29 | 0.4% | -0.6% | -23% | -2.3 | 957
N=C1/C(=C\c2coc3ccccc3c2=O)C(=O)N=C2SC(c3ccncc3)=NN12 | i | 0.4 | -2% | ? | i | 22 | / | / | 2.2% | -0.1% | -8% | -1.3 | 1327
Cc1nc(Nc2ccc3c(c2)OCCO3)c2c(C)c(C)sc2n1 | i | 0.1 | 3% | 3% | i | 30 | 1 | -7 | ? | -1.1% | 7% | 0.7 | 1151

One compound at a time, as listed above.
Entry for N=C1/C(=C\c2coc3ccccc3c2=O)C(=O)N=C2SC(c3ccncc3)=NN12 = Myeloid diff 2 = i; Myeloid diff 2 GFP+ MAC1+ % = 0.4; MgcRacGAP inhibition = -2%; Large T inhibition = ?; T cell HTS = i; T cell HTS vesicle-bound % = 22; WT yeast gro inh = /; WT yeast gro inh mutant strain = /; RSV CPE inhibition = 2.2%; West Nile antiviral = -0.1%; PhoP inhibition = -8%; b-catenin transl = -1.3; b-catenin transl cell count 5 µM = 1327
Entry for O=C(O)c1cc(S(=O)(=O)N2CCOCC2)ccc1N1CCCCC1 = Myeloid diff 2 = i; Myeloid diff 2 GFP+ MAC1+ % = 0.8; MgcRacGAP inhibition = 4%; Large T inhibition = 19%; T cell HTS = i; T cell HTS vesicle-bound % = 46; WT yeast gro inh = -6; WT yeast gro inh mutant strain = 1; RSV CPE inhibition = -1.2%; West Nile antiviral = 0.9%; PhoP inhibition = -9%; b-catenin transl = -1.8; b-catenin transl cell count 5 µM = 1129

New compounds follow
SMILES | Myeloid diff 2 | Myeloid diff 2 GFP+ MAC1+ % | MgcRacGAP inhibition | Large T inhibition | T cell HTS | T cell HTS vesicle-bound % | WT yeast gro inh | WT yeast gro inh mutant strain | RSV CPE inhibition | West Nile antiviral | PhoP inhibition | b-catenin transl | b-catenin transl cell count 5 µM
COc1ccccc1OCCNC(=O)c1ccc2c(c1)OCCO2 | i | 0.4 | 7% | 4% | i | 64 | / | / | 0.8% | / | 2% | / | /
O=C(CC1CCCCC1)N1CCC(c2nc(-c3ccc(S(=O)(=O)N4CCCC4)cc3)no2)CC1 | i | 5.5 | 5% | 9% | i | 35 | 17 | -3 | 2.8% | 0.1% | 12% | 2.4 | 1297
CCOc1ccc(C(=O)NC2=NCCS2)cc1 | / | / | / | -7% | i | 65 | 8 | 9 | 1.6% | 0.2% | -4% | -0.4 | 929
COC(=O)CSc1nc(COc2ccccc2)nc2ccccc12 | i | 0.3 | 7% | 7% | i | 57 | / | / | 0.8% | 0.8% | -1% | / | /
CCOC(=O)c1sc(NC(=O)c2cncc(Br)c2)nc1C | / | / | / | 0% | / | / | 27 | 4 | / | -0.9% | 4% | -2.6 | 572
COc1cc(NC(=O)CCN2C(=O)NC3(CCCC3)C2=O)c(OC)cc1Cl | i | 0.7 | 1% | / | i | 44 | / | / | 0.4% | / | / | / | /
Cc1ccc(S(=O)(=O)N2CCN(C(=O)CCc3c[nH]c4ccccc34)CC2)cc1 | i | 0.7 | 4% | / | i | 19 | / | / | -0.6% | / | / | / | /
CCC(CC)NC(=O)Nc1ccc(F)cc1F | i | 0.5 | 13% | 0% | i | 60 | 8 | 12 | 0.9% | 0.1% | -10% | 0.8 | 981
Cc1ccccc1NC(=O)Cc1nnc(SCC(=O)NC2CCCC2)n1C | i | 0.6 | 5% | 4% | i | 25 | / | / | 0.8% | -0.3% | -1% | / | /
O=C(CSc1ccc(F)cc1)Nc1ccccc1Br | i | 0.8 | 11% | 6% | i | 40 | 11 | -7 | 4.0% | 0.1% | 0% | -0.5 | 1096
CCO[C@H]1OC(C(=O)NCc2nc3ccccc3[nH]2)=C[C@@H](c2cn(C(C)=O)c3ccccc23)[C@@H]1CCCO | i | 1.3 | 8% | 20% | i | 45 | / | / | 7.8% | 1.4% | -4% | / | /
COc1cc2c(c(OC)c1OC)CCc1cnoc1-2 | i | 0.0 | 9% | 7% | i | 33 | / | / | 2.1% | 0.2% | -5% | -0.5 | 1250
O=C(COC(=O)c1ccccc1F)NC1CC1 | i | 0.2 | 4% | / | i | 38 | / | / | 1.8% | / | / | / | /
O=C(CNC(=O)c1ccc(Br)cc1)OCc1cc([N+](=O)[O-])cc2c1OCOC2 | i | 0.8 | -2% | 7% | i | 31 | -5 | 6 | 2.8% | -0.8% | -7% | -0.6 | 1057
Cc1cc(NC(=O)CSc2nnnn2-c2cc(Cl)ccc2C)no1 | i | 0.5 | 1% | 6% | i | 15 | / | / | 2.6% | -0.4% | 4% | / | /
O=C(NCCC1=CCCCC1)C1CCN(S(=O)(=O)c2cccc3nonc23)CC1 | / | / | / | 4% | i | 61 | 3 | 13 | 0.6% | 0.1% | -8% | -8.6 | 1205
CCOc1ccc(S(=O)(=O)n2cc(-c3ccc(F)cc3)c(N)n2)cc1 | i | 0.5 | 8% | 6% | i | 41 | -3 | -1 | 0.2% | -1.0% | -3% | / | /
O=C(c1ccc(Cl)cc1)c1cnc2ccccn12 | i | 0.8 | 1% | 19% | i | 30 | -12 | 1 | 2.8% | -0.3% | 4% | / | /
CC(=O)Nc1nc(COc2ccccc2)cs1 | i | 5.9 | 5% | -1% | i | 25 | 18 | 10 | 1.4% | -0.5% | 6% | 1.3 | 983

Screening data as filed in PubChem BioAssay.
